# ABHD4 inh: inhibits mouse alpha/beta hydrolase domain 4. Q8VD66. purified mABHD4, FP-Rh probe fluorescence polarization. inhibition, % at 8.92 µM. hit rate 0.54% among 370,000. AID 720543;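 active = inhibition exceeding the mean over every tested compound plus 3 SD, cut at about 30% in these data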;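 also: 0% = plate median of compound wells and 100% = S159A mutant with DMSO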
#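 Assay system: mouse ABHD4 enzyme, wild type / Also added: fluorescent activity-based probe FP-Rh / Doses: single nominal dose of 8.92 µM, 0.89% DMSO final / Timing: 45 min compound pre-incubation plus 60 min probe step, 25 °C / Signal: FP readout, ex 525 nm / em 598 nm / Control set: S159A mutant/DMSO as 100%, compound-well median as 0%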
# PRMT1 FP inh: inhibitors of human PRMT1; recombinant PRMT1, activity-based probe fluorescence polarization; inhibition, % at 2.79 µM; hit rate 1.3% among 370,000; AID 652257;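 active = inhibition above about 21% made by adding two undisclosed values, limit read from the data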
# Target sequence (Q99873 whole entry, looked up): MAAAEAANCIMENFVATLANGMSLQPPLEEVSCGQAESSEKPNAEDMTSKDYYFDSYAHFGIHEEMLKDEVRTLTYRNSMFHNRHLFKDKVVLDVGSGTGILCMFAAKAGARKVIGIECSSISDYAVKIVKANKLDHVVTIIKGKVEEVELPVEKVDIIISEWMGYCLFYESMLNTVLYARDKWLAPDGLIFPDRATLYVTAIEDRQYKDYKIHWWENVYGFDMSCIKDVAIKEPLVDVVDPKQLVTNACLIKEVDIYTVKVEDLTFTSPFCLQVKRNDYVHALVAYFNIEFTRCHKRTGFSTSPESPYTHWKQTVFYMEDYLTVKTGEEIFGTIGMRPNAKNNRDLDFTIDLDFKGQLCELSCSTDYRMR
# Tn7 DDE FP: DD(E)-Tn7 binding inhibition, primary FP screen; AID 720508; inhibition, % at 8.3 µM; hit rate 0.13% among 370,000; FP displacement of FITC-Tn7 peptide from fibrin DD(E); 0% = median of compound wells per plate; P02675;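 active = inhibition above the mean of compounds falling within the control limits plus 3 SD of them, cut at about 14% in these data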;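 also: 0% = plate median of compound wells and 100% = 10 µM Aha-Tn7 peptide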
#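 Assay system: human fibrin DD(E) protein / Input: 2 µM fibrin DD(E) / Benchmarks: high control of 10 µM Aha-Tn7 peptide / Measured by: fluorescence polarization of the labelled Tn7 tracer / Medium: Tris buffer with calcium and detergent, pH 7.8 / Timing: 10 min compound pre-incubation, 3 h probe incubation at room temperature / Repeats: one replicate per compound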
# HTRA1 inh: inhibitors of human serine peptidase HTRA1; inhibition, % at 5.96 µM; hit rate 0.5% among 340,000; recombinant HTRA1, FP-rhodamine activity-based probe, fluorescence polarization; Q92743; in the data active = inhibition above about 36%;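 also: 0% = enzyme with DMSO and 100% = wells lacking enzyme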
# LEDGF integ inh: blocks HIV-1 LEDGF/p75-dependent DNA integration | inhibition, % at 3.7 µM | TR-FRET IN-LEDGF/p75 DNA integration, Eu/Cy5 | hit rate 0.64% among 370,000;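 active = inhibition above the screen-wide mean plus 3 SD, cut at about 13% in these data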;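 also: signal is the Cy5 over europium emission ratio at 671 and 618 nm; 0% = plate median of compound wells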
# TDP2 inh: blocks human TDP2 phosphodiesterase activity | O95551 | hit rate 0.34% among 370,000 | inhibition, % at 12.8 µM | recombinant TDP2, T5PNP hydrolysis, p-nitrophenol absorbance 415 nm;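 active = inhibition above the mean of all tested compounds plus 3 SD, set per campaign, cut at about 25% in these data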;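 also: 0% = DMSO with enzyme and 100% = buffer with substrate but no TDP2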
# Target sequence (O95551 whole entry, looked up): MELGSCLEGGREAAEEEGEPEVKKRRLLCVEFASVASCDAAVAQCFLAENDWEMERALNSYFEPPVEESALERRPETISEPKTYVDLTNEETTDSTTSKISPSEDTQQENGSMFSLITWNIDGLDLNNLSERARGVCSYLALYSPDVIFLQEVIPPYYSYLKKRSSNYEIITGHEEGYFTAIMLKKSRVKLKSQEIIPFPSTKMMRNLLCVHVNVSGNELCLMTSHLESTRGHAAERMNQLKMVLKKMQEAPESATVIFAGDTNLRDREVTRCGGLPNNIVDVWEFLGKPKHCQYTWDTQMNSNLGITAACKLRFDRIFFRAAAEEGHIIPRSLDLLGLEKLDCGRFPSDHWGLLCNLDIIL
#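 Assay system: recombinant human TDP2 / Reagent: T5PNP substrate at 5 mM, a TopII-DNA adduct mimic / Measured by: epi absorbance from released p-nitrophenol / Evaluation: % inhibition relative to enzyme-containing and enzyme-free wells / Control set: enzyme-free and DMSO wells / Replicates: each compound tested once, singlicate / Schedule: enzyme reaction with compound for 2 h at 37 °C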
# PG9 binder: binds the HIV-1 gp120 antibody PG9; TR-FRET gp120-PG9 antibody binding; inhibition, % at 6.7 µM; hit rate 0.43% among 360,000; AID 624416; in the data active = inhibition above about 8.5%
# SIAE inh: human SIAE inhibition, primary screen. Q9HAT2. SIAE FP-Rh probe binding, fluorescence polarization. inhibition, % at 9.66 µM. hit rate 0.69% among 370,000;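 active = inhibition above a cutoff: mean of compounds within the control limits plus 3 SD of those, cut at about 17% in these data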;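 also: 0% = plate median of compound wells and 100% = probe without SIAE protein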
# TCR CD3 inh: inhibitors of human TCR-CD3 interaction; TAMRA-labeled TCR probe fluorescence, biochemical; hit rate 0.37% among 360,000; AID 651800; inhibition, % at 9.4 µM; in the data active = inhibition above about 19%;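 also: recombinant mutant TCR 2C K166C tagged with TAMRA read by polarization; 0% = receptor in buffer alone and 100% = receptor with positive control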
# UHRF1 binding: human UHRF1 methylated DNA binding inhibitors. Q96T88. UHRF1 binding to methylated oligo, TR-FRET. inhibition, % at 4.4 µM. hit rate 0.75% among 370,000. AID 687016; in the data active = inhibition above about 21%;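 also: UHRF1 SRA domain binding a hemimethylated CpG hairpin DNA probe; 0% = median of test compound wells and 100% = reference inhibitor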
# * hit, by the source's call; x = no result given; & = joins results of further samples. Compounds as they come (roughly 4.2% active in at least one column).
# The first 13 records (preview)
ABHD4 inh,PRMT1 FP inh,Tn7 DDE FP,HTRA1 inh,LEDGF integ inh,TDP2 inh,PG9 binder,SIAE inh,TCR CD3 inh,UHRF1 binding,canonical_smiles
3,-5,-5,2,-2,-12,-1.3,0,3,-2,Cc1cccc(N2CCN(C(=O)c3cccc(N4CCCC4=O)c3)C(C)C2)c1 (centres undefined)
0,3,-2,7,-5,3,-0.1,-6,-2,1,FC(F)(F)c1cccc(Nc2cc(-c3ccccc3)nc3ncnn23)c1
-1,-1,6,-10,-1,-8,-2.2,-3,1,-3,NS(=O)(=O)c1ccc(CCNC(=O)c2ccccc2OCc2ccc(F)cc2)cc1
1,2,1,x,-3,4,x,0,x,6,COCC(=O)N[C@@H]1C[C@@H]2O[C@H](CO)CC[C@@H]2O[C@@H]1CCc1ccc(-c2ccccc2)cc1
26,4,-1,50*,42*,-6,-2.3,3,25*,-9,O=c1cc(-c2ccc(O)c(O)c2)oc2cc(O)cc(O)c12
-6,-2,0,-3,0,4,-0.7,-7,-3,0,COC(/C=C/Nc1ccc(Cl)cc1)=C(C#N)C#N
0,3,4,-10,-8,-3,0.6,-11,4,3,O=C(CSc1nnnn1Cc1ccccc1)c1ccccc1F
-13,4,3,-6,2,-5,-0.6,9,5,3,CN(C(=O)/C(N=Nc1cccc(C(F)(F)F)c1)=C(\O)C(F)(F)F)c1ccccc1
3,0,5,5,-4,-1,1.7,-1,-3,0,COc1ccc(NC(=O)CN(C)C(=O)Cc2n[nH]c(=O)c3ccccc23)cc1
-7,3,-5,-6,1,-4,1.8,-1,12,0,Cc1ccc(C)n1-n1c(C)nc2scc(-c3cccs3)c2c1=O
0,1,-7,3,1,16,-2.1,8,8,-3,Cc1nc(SCC(=O)N(CC(C)C)C2CCS(=O)(=O)C2)c(C#N)c(C)c1C (centres undefined)
2,-1,-1,1,2,-1,-2.9,8,-2,-1,Cc1ccnc2nc(C(=O)NCCc3ccc(F)cc3)nn12
5,0,-6,2,3,-6,-5.7,17*,6,-1,O=C(Nc1ccc(N2CCOCC2)cc1)c1ccc([N+](=O)[O-])cc1

# All compounds of this part, repeating the preview:
ABHD4 inh,PRMT1 FP inh,Tn7 DDE FP,HTRA1 inh,LEDGF integ inh,TDP2 inh,PG9 binder,SIAE inh,TCR CD3 inh,UHRF1 binding,canonical_smiles
3,-5,-5,2,-2,-12,-1.3,0,3,-2,Cc1cccc(N2CCN(C(=O)c3cccc(N4CCCC4=O)c3)C(C)C2)c1 (centres undefined)
0,3,-2,7,-5,3,-0.1,-6,-2,1,FC(F)(F)c1cccc(Nc2cc(-c3ccccc3)nc3ncnn23)c1
-1,-1,6,-10,-1,-8,-2.2,-3,1,-3,NS(=O)(=O)c1ccc(CCNC(=O)c2ccccc2OCc2ccc(F)cc2)cc1
1,2,1,x,-3,4,x,0,x,6,COCC(=O)N[C@@H]1C[C@@H]2O[C@H](CO)CC[C@@H]2O[C@@H]1CCc1ccc(-c2ccccc2)cc1
26,4,-1,50*,42*,-6,-2.3,3,25*,-9,O=c1cc(-c2ccc(O)c(O)c2)oc2cc(O)cc(O)c12
-6,-2,0,-3,0,4,-0.7,-7,-3,0,COC(/C=C/Nc1ccc(Cl)cc1)=C(C#N)C#N
0,3,4,-10,-8,-3,0.6,-11,4,3,O=C(CSc1nnnn1Cc1ccccc1)c1ccccc1F
-13,4,3,-6,2,-5,-0.6,9,5,3,CN(C(=O)/C(N=Nc1cccc(C(F)(F)F)c1)=C(\O)C(F)(F)F)c1ccccc1
3,0,5,5,-4,-1,1.7,-1,-3,0,COc1ccc(NC(=O)CN(C)C(=O)Cc2n[nH]c(=O)c3ccccc23)cc1
-7,3,-5,-6,1,-4,1.8,-1,12,0,Cc1ccc(C)n1-n1c(C)nc2scc(-c3cccs3)c2c1=O
0,1,-7,3,1,16,-2.1,8,8,-3,Cc1nc(SCC(=O)N(CC(C)C)C2CCS(=O)(=O)C2)c(C#N)c(C)c1C (centres undefined)
2,-1,-1,1,2,-1,-2.9,8,-2,-1,Cc1ccnc2nc(C(=O)NCCc3ccc(F)cc3)nn12
5,0,-6,2,3,-6,-5.7,17*,6,-1,O=C(Nc1ccc(N2CCOCC2)cc1)c1ccc([N+](=O)[O-])cc1
3,-2,0,5,1,2,-0.3,-6,-6,1,CCOC(=O)C1(CC2CCCCO2)CCN(C(=O)Nc2ccccc2)CC1 (centres undefined)
3,-1,1,7,-3,11,-0.4,5,2,-1,C=CCNC(=O)C(=O)NN=C1CCN(C)CC1
6,0,0,-13,-1,0,-0.1,-2,5,2,CCCCCCCCC(=O)Nc1cc(C)ccc1OC
4,1,0,-23,7,1,0.1,-10,1,2,COC(=O)c1ccc(Nc2nnc(-c3ccc(C)c(S(=O)(=O)NCC4CCCO4)c3)c3ccccc23)cc1 (centres undefined)
-3,3,1,3,-2,6,1.1,-2,-3,0,c1ccc(CSc2ccc3nnc(-c4ccccn4)n3n2)cc1
-13,0,6,-21,1,4,-0.6,-5,1,-1,CCN(CC)c1nc(C#N)cc(-c2ccc(OC)cc2)n1
-3,1,-6,-2,1,1,0.2,-6,-3,0,O=C(CN1C(=O)NC2(CCOc3ccccc32)C1=O)Nc1ccc(Br)cc1F (centres undefined)
4,6,-7,-21,0,1,-0.7,-1,-2,3,CCN(CC)CCN(C(=O)c1ccc2ccccc2c1)c1nc2ccc(OC)cc2s1
1,-1,0,7,1,7,-1.3,9,7,1,Cc1cn(C2OC[C@@H](O)[C@@H]2CO)c(=O)[nH]c1=O (some centres undefined)
-1,-2,3,5,3,8,1.7,4,10,0,CCOCCCNS(=O)(=O)c1ccc2c(c1)CCN2C(C)=O
3,-1,-5,3,4,-5,-2.1,3,0,9,O=C(O)c1cccc2c1C(=O)c1cc([N+](=O)[O-])cc([N+](=O)[O-])c1-2
-7,8,-5,3,2,-24,1.7,-3,-5,1,O=C(COc1ccccc1[N+](=O)[O-])N(Cc1ccco1)C1CCS(=O)(=O)C1 (centres undefined)
3,-3,6,-3,1,-1,-0.5,-4,8,0,Cc1ccc(NC(=O)CCS(=O)(=O)c2ccccc2)cc1S(=O)(=O)N1CCOCC1
-3,0,-1,-1,-1,2,0.4,3,6,-2,COc1ccc(C)cc1S(=O)(=O)N1CCN(C(=O)c2ncoc2-c2ccc(C)cc2)CC1
3,-1,-1,-1,9,-4,0.0,-4,1,-1,Cc1ccc2oc(-c3ccco3)nc2c1
13,-4,-2,-1,-2,2,0.3,7,6,-3,Brc1ccccc1OCCN1CCCC1
1,-1,5,5,2,-7,-2.2,-7,5,0,COc1cc(OC)c(OC)cc1CN1CCN(c2ccccc2OC)CC1

ABHD4 inh,PRMT1 FP inh,Tn7 DDE FP,HTRA1 inh,LEDGF integ inh,TDP2 inh,PG9 binder,SIAE inh,TCR CD3 inh,UHRF1 binding,canonical_smiles
4,2,0,2,-1,-1,-0.4,-7,2,2,Cc1ccc(S(=O)(=O)NNC(=O)C2CC=CCC2C(=O)O)cc1 (centres undefined)
3,-4,2,-1,-1,-8,1.5,3,4,0,COc1ccccc1N1CCN(C(=O)CCCC2=NS(=O)(=O)c3ccccc3N2)CC1
3,5,1,5,-3,-10,1.1,3,-8,10,O=C(NC1CCSC1)c1cccc(Cl)c1 (centres undefined)
12,7,2,5,1,-6,-2.1,6,2,3,O=[N+]([O-])c1ccc(/C=C2\CCC(C3=CCCC3)=C2N2CCOCC2)cc1
-1,-8,7,9,4,5,-1.3,2,3,-1,CS(=O)(=O)N(CC(=O)Nc1ccccc1F)C1CCCCC1
-2&-3,0&1,0&1,x,10&-1,5&-2,0.7&0.3,1&-5,0&6,-2&-1,O=C(NC1CCN(Cc2ccccc2)CC1)c1[nH]c(C(F)(F)F)nc1-c1ccccc1
6,-8,-5,2,2,-14,-0.7,3,-1,0,CCOC(=O)c1ccc(NC(=S)N(CCN(C)C)C(C)c2ccncc2)cc1 (centres undefined)
-2,2,-7,2,5,-3,0.5,10,-3,-1,COC(=O)c1ccc(N2C(=O)CC(N3CCN(C(=O)c4ccco4)CC3)C2=O)cc1 (centres undefined)
9,-2,0,-22,-5,2,2.1,2,7,0,O=C(Nc1ccc2nc(-c3cccs3)[nH]c2c1)c1cccs1
1,2,-2,-3,-2,-11,0.8,0,-1,3,O=C(CCCn1c(=O)c2ccccc2n(CC(=O)N2CCN(c3ccccc3)CC2)c1=O)NCc1ccco1

# Compound profiles, as listed above:
# C=CCNC(=O)C(=O)NN=C1CCN(C)CC1 across the screens: ABHD4 inh = 3; PRMT1 FP inh = -1; Tn7 DDE FP = 1; HTRA1 inh = 7; LEDGF integ inh = -3; TDP2 inh = 11; PG9 binder = -0.4; SIAE inh = 5; TCR CD3 inh = 2; UHRF1 binding = -1
# O=C(NC1CCSC1)c1cccc(Cl)c1 (centres undefined) across the screens: ABHD4 inh = 3; PRMT1 FP inh = 5; Tn7 DDE FP = 1; HTRA1 inh = 5; LEDGF integ inh = -3; TDP2 inh = -10; PG9 binder = 1.1; SIAE inh = 3; TCR CD3 inh = -8; UHRF1 binding = 10
